CHRM5 PAM – potentiates acetylcholine response at human M5 receptor; CHO-K1 hM5, Fluo-8 calcium, ACh EC20 PAM; 0% = ACh EC20, 100% = ACh EC100; 360,000 compounds, 0.3% hits; P08912; AID 624038; activation, % at 3 µM;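 active means activation above the run cutoff, the mean activation of all test compounds plus 3 SD, cut at about 18% in these data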
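System: CHO-K1 cell line with stable human muscarinic M5 receptor expression | Also added: EC20 acetylcholine as agonist stimulus | Compound: One concentration, 3 µM final (nominal) | Timing: Fluo-8 loading 80 min at 37 °C plus 30 min room temperature | Measured by: Fluo-8 calcium dye fluorescence, kinetic read | Read-out basis: % activation, ACh-normalized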
M4 PAM – potentiates acetylcholine response at human M4 receptor. P08173. CHO-K1 hM4/Gqi5, Fluo-8 calcium fluorescence, ACh EC20; 0% = ACh EC20, 100% = maximal ACh. activation, % at 3 µM. 360,000 compounds, 0.4% hits;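 active means activation above its plate's cutoff, the mean activation of sample wells plus 3 SD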; further: some results filed as inactive read as strong as hits
Target sequence (P08173 whole entry, looked up): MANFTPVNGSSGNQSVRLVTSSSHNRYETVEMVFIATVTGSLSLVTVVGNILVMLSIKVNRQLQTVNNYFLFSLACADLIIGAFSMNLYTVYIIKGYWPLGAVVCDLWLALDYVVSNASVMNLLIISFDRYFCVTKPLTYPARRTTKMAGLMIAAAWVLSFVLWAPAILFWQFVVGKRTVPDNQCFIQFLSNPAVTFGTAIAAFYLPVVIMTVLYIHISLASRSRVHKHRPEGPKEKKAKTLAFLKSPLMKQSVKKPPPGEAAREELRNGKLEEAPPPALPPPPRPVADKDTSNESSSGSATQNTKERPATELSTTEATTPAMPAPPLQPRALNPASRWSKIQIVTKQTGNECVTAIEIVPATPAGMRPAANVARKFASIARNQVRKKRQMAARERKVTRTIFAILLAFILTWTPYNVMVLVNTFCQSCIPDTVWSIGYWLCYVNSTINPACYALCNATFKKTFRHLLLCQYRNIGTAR
M1 PAM – positive allosteric modulators of human M1 muscarinic receptor. P11229. CHO-K1 hM1, Fluo-8 calcium fluorescence, ACh EC20; 0% = ACh EC20, 100% = maximal ACh. activation, % at 3 µM. 360,000 compounds, 0.088% hits. AID 588819; in the data active means activation above about 19%, passing the limit was not always enough
Target sequence (P11229 whole entry, looked up): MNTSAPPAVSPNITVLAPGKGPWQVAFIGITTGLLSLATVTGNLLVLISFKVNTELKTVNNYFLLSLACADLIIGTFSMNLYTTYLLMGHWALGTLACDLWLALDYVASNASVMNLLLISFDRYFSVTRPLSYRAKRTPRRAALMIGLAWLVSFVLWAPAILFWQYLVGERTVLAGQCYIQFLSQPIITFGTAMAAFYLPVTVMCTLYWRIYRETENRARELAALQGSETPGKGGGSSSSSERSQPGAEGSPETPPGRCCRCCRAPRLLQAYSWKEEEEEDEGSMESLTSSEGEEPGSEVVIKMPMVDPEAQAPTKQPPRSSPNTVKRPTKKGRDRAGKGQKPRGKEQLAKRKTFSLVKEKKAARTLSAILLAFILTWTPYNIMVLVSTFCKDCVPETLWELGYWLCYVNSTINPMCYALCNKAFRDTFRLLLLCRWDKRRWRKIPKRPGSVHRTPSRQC
CHRM4 agonist – agonists of human muscarinic M4 receptor (CHRM4). CHO-K1 hM4/Gqi5, Fluo-8 calcium fluorescence; vehicle 0%, full acetylcholine response 100%. activation, % at 3 µM. 360,000 compounds, 0.14% hits;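 active means activation above the run mean over all test wells plus 3 SD, cut at about 32% in these data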;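 further: peak over basal fluorescence ratio per well then scaled between controls; 0% = DMSO wells and 100% = acetylcholine at EC100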
CRFBP-R2 agonist – CRF-BP/CRF-R2 complex agonism; HEK293 CRF-R2/CRF-BP, calcium dye fluorescence (FLIPR); percent of saturating CRF peptide response; activation, % at 13.2 µM; 350,000 compounds, 0.46% hits; AID 588473;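 active means activation of at least 50%, plus an integration ratio under a set limit after plate pattern correction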;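 further: plate controls were neutral control wells without compound for no effect and CRF at EC100 for full effect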
M4 antag – CHRM4 antagonism in calcium assay. P08173. CHO-hM4 cells, ACh EC80, Fluo-8 calcium fluorescence. AID 624125. 360,000 compounds, 0.73% hits. inhibition, % at 3 µM;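 active means inhibition above its plate's cutoff, the mean inhibition of sample wells plus 3 SD, cut at about 27% in these data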;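 further: 0% = acetylcholine EC80 with DMSO and 100% = DMSO without agonist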
M1 antag – blocks human M1 muscarinic receptor. AID 588852. 360,000 compounds, 1.3% hits. inhibition, % at 3 µM. CHO-K1 hM1, Fluo-8 calcium fluorescence, ACh EC80 antagonist. P11229;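 active means percent inhibition above its own plate's cutoff, namely the mean of that plate's compound wells plus 3 SD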;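 further: peak over basal fluorescence ratio during 140 s after agonist addition; 0% = ACh EC80 plus DMSO and 100% = DMSO alone without agonist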
CHRM5 agonist – agonists of human muscarinic M5 receptor (CHRM5); P08912; activation, % at 3 µM; 360,000 compounds, 0.19% hits; CHO-K1 hM5 cells, Fluo-8 calcium fluorescence; 0% DMSO wells, 100% maximal acetylcholine response; AID 624037;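 active means activation above the run's mean over test compounds plus 3 SD, cut at about 23% in these data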;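 further: signal is peak over basal fluorescence ratio across the kinetic read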
CHRM5 antagonist – antagonists of human muscarinic M5 receptor (CHRM5); P08912; CHO-hM5 cells, Fluo-8 calcium fluorescence, ACh EC80; inhibition, % at 3 µM; 360,000 compounds, 0.59% hits; AID 624040;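 active means inhibition above a per-plate cutoff, the mean of that plate's test compounds plus 3 SD, cut at about 27% in these data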;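 further: 0% = acetylcholine EC80 with DMSO and 100% = DMSO without agonist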
Numbers without * were called inactive; x = not tested or not shown.

SMILES	CHRM5 PAM	M4 PAM	M1 PAM	CHRM4 agonist	CRFBP-R2 agonist	M4 antag	M1 antag	CHRM5 agonist	CHRM5 antagonist
COc1ccc(N(CC(=O)Nc2cccc(C(=O)O)c2)S(=O)(=O)c2c(C)noc2C)cc1	-4	1	7	0	1.8	8	-6	-2	-5
CC(OC(=O)c1ccc2ncsc2c1)C(=O)N(C)C1CCCCC1 (centres undefined)	6	-6	1	5	-1.0	-4	-3	3	-4
CCOC(=O)C[C@@H](C#N)NC(=O)[C@@H]1CCCN1C(=O)[C@@H](NC(=O)c1ccc(N)c(Cl)c1)C(C)(C)C	0	0	0	0	x	2	-5	-1	4
NC(=O)CC(NC(=O)c1ccc(Cl)cc1)C(=O)NCCc1ccc(S(N)(=O)=O)cc1 (centres undefined)	-9	1	8	1	0.5	-7	-19	-3	16
Cc1ccccc1NC(NC(=O)c1cccnc1)C(Cl)(Cl)Cl (centres undefined)	-9	-4	3	2	-1.1	0	1	0	12
CC1CCCC(NC(=O)COC(=O)CCC(=O)c2ccc(F)cc2)C1C (centres undefined)	1	-4	-6	2	-2.0	5	1	-1	11
COc1cccc(-c2csc(NC(=O)Nc3ccccc3)n2)c1	-14	-13	-15	21	3.8	16	28	7	15
CCNc1ccccc(-c2ccc3ccccc3n2)c1=O	-2	1	0	1	2.5	-7	0	0	4
N#Cc1cccc2cnccc12	0	-6	3	0	-1.7	4	-18	-1	-1
Cc1ccsc1C(=O)OCC(=O)Nc1ccc(Cl)cc1C(F)(F)F	-9	-1	3	-1	-0.8	-3	-8	-1	1
CCOC(=O)c1cc2c(ccn2C)n1Cc1ccc(Cl)cc1	-4	-4	-11	-1	-0.4	-13	4	-2	-9
CN(C)C(=O)Cn1c(=O)n(S(=O)(=O)c2ccccc2)c2ccccc21	0	8	8	0	-1.6	-3	-17	2	2

Quoted at random: two compounds from above
SMILES	CHRM5 PAM	M4 PAM	M1 PAM	CHRM4 agonist	CRFBP-R2 agonist	M4 antag	M1 antag	CHRM5 agonist	CHRM5 antagonist
CCOC(=O)C[C@@H](C#N)NC(=O)[C@@H]1CCCN1C(=O)[C@@H](NC(=O)c1ccc(N)c(Cl)c1)C(C)(C)C	0	0	0	0	x	2	-5	-1	4
Cc1ccsc1C(=O)OCC(=O)Nc1ccc(Cl)cc1C(F)(F)F	-9	-1	3	-1	-0.8	-3	-8	-1	1

Further compounds follow.
SMILES	CHRM5 PAM	M4 PAM	M1 PAM	CHRM4 agonist	CRFBP-R2 agonist	M4 antag	M1 antag	CHRM5 agonist	CHRM5 antagonist
Cn1nnnc1SCC(=O)NCCCc1ccccc1	-3	-3	-4	0	-0.3	4	-2	-1	8
Cc1ccccc1OCCC(=O)N1CCN(S(=O)(=O)c2ccccc2F)CC1	-5	-2	4	3	-0.7	3	-3	-3	10
Cc1cc(=O)[nH]c(SCC(=O)N2CCC(Cc3ccccc3)CC2)n1	-4	-6	-3	1	0.2	0	9	-14	10
Cc1ccc(OCc2n[nH]c(=S)n2-c2ccccc2)cc1	3	-3	7	2	0.7	-2	-3	-1	2
Cc1cc2c(c(=O)o1)C1(C(=O)N(CC(=O)O)c3ccccc31)C(C#N)=C(N)O2 (centres undefined)	5	-2	7	1	5.0	0	-23	0	-3
COc1ccc(C)cc1S(=O)(=O)NCCc1ccccc1	2	-2	5	0	-1.3	-3	5	-5	7
CCOC(=O)c1sc2nc(NC(=O)COc3ccccc3)sc2c1C	-12	-1	-1	18	4.3	-8	-1	3	8
CC(=O)c1c(COC(=O)c2ccc(Cl)cc2)nc2ccccc2[n+]1[O-]	-6	3	-9	0	-1.1	2	11	3	10
Cc1ccc(C)c(S(=O)(=O)Nc2ccc3sc(C)nc3c2)c1	-12	-3	0	6	-1.1	-5	-1	1	2
CC(O)Cc1cn(CC(=O)N2CCN(C(=O)OC(C)(C)C)CC2)nn1 (centres undefined)	-1	10	1	1	-0.3	0	4	4	10
O=C(Nc1nnc(-c2cccs2)o1)c1ccc(S(=O)(=O)N2CCOCC2)cc1	-3	1	8	1	1.3	-7	-8	1	-9
CCCc1cc(=O)[nH]c2nnc(SCC(=O)Nc3ccc4c(c3)OCCO4)n12	-5	11	3	0	-1.4	-11	-3	-3	2
O=C(COc1ccc(Cl)cc1)NCCCNC(=O)c1ccccn1	-1	1	9	3	-0.2	6	-11	0	2
CCOC(NC(=O)c1ccccc1)C(NC(=O)c1ccccc1)OCC (centres undefined)	-2	-2	5	0	-1.3	9	-4	1	5
O=C(CN1C(=O)c2ccccc2C1=O)Nc1nnc(C2CCCO2)s1 (centres undefined)	5	15	9	-1	-1.2	10	-4	3	-3
COc1ccc(NC(=O)C(c2ccc(C#N)cc2)n2c(=O)c(-c3ccco3)nc3ccccc32)cc1 (centres undefined)	8	2	x	3	x	-2	x	-2	-12
CC(=O)c1c(C)n(-c2ccccc2Br)c2ccc(O)cc12	-8	-6	10	1	-5.8	-19	-21	-9	-1
CCOc1cc(-n2cnnn2)c(OCC)cc1NC(=O)c1cnccn1	2	6	9	3	-1.3	2	-30	0	-7
Cn1ccc2c(-c3cncc4ccccc34)cc3c(c21)C1CCC3C1 (centres undefined)	-6	-7	-3	-1	x	-8	-2	-1	3
Cc1ccc(OCCC(=O)NNC(=O)c2ccncc2)cc1	-3	5	3	0	-1.5	-13	-14	-2	1
O=C(CC1Nc2ccccc2NC1=O)Nc1ccc2c(c1)OCO2 (centres undefined)	-12	-8	-6	1	-1.0	11	5	-4	11
O=C(Nc1nnc(Cc2ccc(Cl)cc2)s1)c1cccs1	0	-6	-4	0	0.1	8	12	1	1
Cc1cc(=O)[nH]c(-c2cccnc2)n1	7	8	-2	1	3.9	-10	-2	-1	-3
CCOC(=O)C(NC(=O)c1ccc(OC)cc1)(OCC1(CC)COC1)C(F)(F)F (centres undefined)	11	18*	8	0	3.4	-7	-12	-2	-12
COC(=O)c1cc(-c2ccc(OC)c(OC)c2)n[nH]1	2	7	7	-1	1.4	2	-8	2	1
CCOC(=O)Cc1c[nH]c2ccc([N+](=O)[O-])cc12	-3	9	20	5	-4.3	-2	-20	0	-7
C[C@@H]1NC(=O)c2cc([N+](=O)[O-])cc(F)c2NCCC[C@@H](C(N)=O)NC(=O)[C@H](CC(N)=O)NC1=O	0	5	1	0	-0.7	0	1	1	5
O=C(NCc1cccc(F)c1)C1CCC(=O)N(C2CCCC2)C1 (centres undefined)	-1	4	-9	1	-0.4	-7	17	0	7
CCSc1nnc(NC(=O)CSc2nnc(-c3c[nH]c4ccccc34)n2C)s1	-1	-6	3	1	2.5	-17	-9	-2	-4
CC(C)c1cc(C(=O)NC2CCCCCC2)c2ccccc2n1	-4	-2	23	0	-0.8	-8	-15	-3	4
O=C(O)c1cccc(S(=O)(=O)N(Cc2ccccc2)c2ccccc2Cl)c1	-7	-5	-2	1	-1.6	7	-11	-4	11
CCOC(=O)c1ccc(N2CN(CC)CNC2=S)cc1	-7	2	6	1	-0.9	-3	-10	0	6
CCOc1ccc(-c2cc(C(=O)NCCCN3CCCC3)c3ccccc3n2)cc1	0	-7	-10	6	-0.8	5	8	-6	3
COc1ccc(-c2nnc(SCC(=O)NC3CC3)o2)c(OC)c1	-7	2	-1	0	-0.4	2	-4	1	8
COc1ccc(N2CCN(C(=O)COC(=O)CCOc3ccc(C(C)(C)C)cc3)CC2)cc1	9	5	8	1	1.7	-15	-12	-1	-6
COc1cccc(NS(=O)(=O)c2ccc3c(c2)CCCN3C(C)=O)c1	-5	3	8	7	1.8	-2	-8	7	-1

One compound at a time (already shown). Order of screens: CHRM5 PAM	M4 PAM	M1 PAM	CHRM4 agonist	CRFBP-R2 agonist	M4 antag	M1 antag	CHRM5 agonist	CHRM5 antagonist
COC(=O)c1cc(-c2ccc(OC)c(OC)c2)n[nH]1 is listed as 2	7	7	-1	1.4	2	-8	2	1
CCCc1cc(=O)[nH]c2nnc(SCC(=O)Nc3ccc4c(c3)OCCO4)n12 is listed as -5	11	3	0	-1.4	-11	-3	-3	2

Next results:
SMILES	CHRM5 PAM	M4 PAM	M1 PAM	CHRM4 agonist	CRFBP-R2 agonist	M4 antag	M1 antag	CHRM5 agonist	CHRM5 antagonist
Cc1cccc(C)c1NC(=O)Cn1c(=O)n(CCC(=O)NCc2ccco2)c(=O)c2sccc21	-3	4	7	0	0.8	-2	-8	-3	6
CCCC(=O)Nc1c(-c2ccccc2Cl)c(=O)c2ccccc2n1C	-1	4	11	1	-4.1	-7	-13	-2	0
Cc1ccc(S(=O)(=O)N(C)CC(=O)O/N=C(\N)c2cccnc2)cc1	-8	-1	18	4	0.6	6	-7	-4	3
Fc1c(CSC(=S)N2CCOCC2)cccc1CSC(=S)N1CCOCC1	6	-2	4	2	4.6	3	1	3	0
CCCCN(Cc1nc2ccccc2c(=O)[nH]1)C(=O)c1nn(C)c(=O)c2ccccc12	2	13	2	2	0.2	-3	-2	2	1
CCC1CCCCN1CCCNC(=O)CN1C(=O)CSc2ccc(S(=O)(=O)N3CCC(C)CC3)cc21 (centres undefined)	-3	-9	-14	0	0.1	14	39*	-8	10
Cc1ccc(NC(=O)Cn2c(=O)c3cccn3c3ccccc32)cc1	5	10	6	0	2.3	-8	-15	-2	-15
O=C(NCc1ccccn1)C(=O)N/N=C/c1ccccc1O	4	-8	8	-1	-3.9	47*	-12	-4	-3
CCOC(=O)c1cccc(NC(=O)c2ccc(NC(=O)C3CCCO3)cc2)c1 (centres undefined)	-6	-6	-1	5	0.2	1	6	2	1
CCc1ccc(C(O)c2ncc(-c3cccc(F)c3)[nH]2)cc1 (centres undefined)	1	6	5	4	x	-20	-7	3	-4
COc1cccc(C2=CC(c3cccc(OC)c3OC(F)F)n3nnnc3N2)c1 (centres undefined)	-11	4	-4	1	0.1	7	3	-8	10
CCOc1ccc(NC2OC(C)C(O)C(O)C2O)c([N+](=O)[O-])c1 (centres undefined)	5	-4	7	1	-3.4	-5	-8	1	-1
Cc1cc(N2CCOCC2)nc(SCc2ccc(Cl)cc2Cl)n1	-3	6	-2	0	-1.2	-3	3	-5	0
COc1ccc(Cl)cc1N(CC(=O)Nc1ccccc1SC)S(C)(=O)=O	-1	-8	-2	1	0.0	5	-5	-1	11
CC(C)(C)NC(=O)NC(=O)CN1CCN(c2ncc(C(F)(F)F)cc2Cl)CC1	-4	5	4	1	7.8	-1	-14	-6	-6
COc1ccc([C@@H](C)NC(=O)c2ccc3oc(C(C)C)nc3c2)cc1	0	0	3	4	-2.9	-8	-5	-1	-8
O=S(=O)(c1cccs1)N1CN(C2CCCCC2)c2nc3ccccc3nc21	-1	19	6	2	-0.1	16	11	0	2
CCc1cccc(NC(=O)CCC(=O)O)c1	5	2	-1	1	-1.9	0	3	0	-10
Cc1cccc(OCC(=O)OC(C)C(=O)Nc2ccc(S(=O)(=O)N3CCCCC3)cc2)c1 (centres undefined)	-12	2	3	9	3.1	-13	1	0	4
O=C(NNC(=O)c1ccccc1)C(=O)N1CCCCC1	-1	-1	1	1	3.5	0	8	-9	0
Cc1c(NC2=NC(C)(C)Cc3ccccc32)c(=O)n(-c2ccccc2)n1C	0	4	-1	0	-1.7	12	8	-6	1
CCc1ccccc1NC(=S)N1CCN(c2ccccc2F)CC1	-3	8	10	1	-0.4	-10	-21	-6	-9
Cc1ccc(/C=C/C(=O)c2ccccc2)cc1	-6	1	-4	-3	-1.4	10	0	1	-11
CC(=O)/C(N=Nc1nc2c([nH]1)c(=O)n(C)c(=O)n2C)=C(\C)O	-3	0	5	0	-0.4	4	-7	2	15

Assay outcomes deposited in PubChem by several laboratories.

Random draw from the library; about 2.8% have a hit in one of these screens.
